BL2 CD40 inh – CD40 pathway inhibition in BL2 cells; actives 0.94% (n = 83,000); inhibition, % at 10 µM; BL2 NF-kB luciferase reporter, CD40L-induced, 4 h; AID 1053188;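 active = mean inhibition of at least 50% with a set share of replicates also reaching that level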;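 also: 0% = neutral control wells and 100% = IKK inhibitor VII at 50 µM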
Numbers without * were called inactive; [ ] = remark or other dose.

BL2 CD40 inh | molecule
11[25 µM] | Cc1ccccc1-c1cnc2c(c1)C(=O)N([C@@H](C)CO)C[C@@H](C)[C@@H](CN(C)Cc1ccccc1F)O2
3 | CCN(CC)S(=O)(=O)c1cccc(NC(=O)COc2ncnc3sccc23)c1
-12[25 µM] | C[C@H]1CN([C@@H](C)CO)C(=O)c2cc(-c3ccc(C#N)cc3)cnc2O[C@H]1CN(C)Cc1cccnc1
5 | COc1ccc(NC2CCCN(C(=O)c3oc(C)cc3C)C2)cc1OC (stereo unspecified)
6 | OCC1(CO)COC(c2ccccc2)=N1
10 | Cn1nnnc1SCCNCC#Cc1ccccc1
10 | CC(OC(=O)c1ccc(Cl)c(S(=O)(=O)N2CCOCC2)c1)C(=O)Nc1ccc(S(N)(=O)=O)cc1 (stereo unspecified)
-8[25 µM] | C[C@@H]1CN([C@H](C)CO)C(=O)c2ccccc2-c2ccccc2CO[C@H]1CN(C)S(=O)(=O)c1cn(C)cn1

Following part
BL2 CD40 inh | molecule
8 | COc1ccccc1CNC(=O)COC(=O)CC1CC2CCC1C2 (stereo unspecified)
-5 | CCc1ccc(OCC(=O)NNC(=O)Cc2ccc(S(=O)(=O)N3CCOCC3)s2)cc1
17 | Cc1cc(NS(=O)(=O)c2ccc(NC(=O)CCc3ccccc3)cc2)no1
-54 | Nc1ccc(Oc2cc(N)cc(Oc3ccccc3)c2)cc1
2 | CCOC(=O)c1ccc(N=Cc2cnc(N)nc2N)cc1
-1 | CCOc1ccc(NC(=O)CCC(=O)OC)cc1
-2 | Cc1nc(-c2cccc(NS(=O)(=O)c3cccc4ccccc34)c2)cs1
9 | Cc1ccc(S(=O)(=O)N[C@@H]2CC[C@@H](CCn3cc(C4CCCC4)nn3)O[C@@H]2CO)cc1

Further results.
BL2 CD40 inh | molecule
-20 | Cc1nn(-c2ccccc2)c(C)c1C(=O)OCC(=O)NC(=O)NC1CCCC1
-12 | COc1ccc(NC(=O)c2[nH]ncc2[N+](=O)[O-])cc1
14 | CCCCCC(=O)NNC(=S)NC(=O)c1ccc([N+](=O)[O-])cc1
-31 | CC(C)c1ccc(NC(=O)C2=CC=CN3CCS(=O)(=O)N=C23)cc1
1 | O=c1[nH][nH]c(=O)c(Cl)c1Cl
-5 | CN(CC(=O)OCC(N)=O)S(=O)(=O)c1ccc(Cl)cc1
-6[25 µM] | COc1ccccc1-c1ccccc1[C@H]1[C@@H](C#N)N(C(=O)C2CCOCC2)[C@H]1CO
-3[25 µM] | COc1ccccc1C(=O)Nc1ccc2c(c1)C(=O)N(C)C[C@H](OC)[C@@H](C)CN(C(C)=O)[C@H](C)CO2

Next structures follow.
BL2 CD40 inh | molecule
8 | O=C(Nc1ccc(C(=O)O)cc1)/C(=C\c1ccc2c(c1)OCO2)NC(=O)c1ccco1
2 | O=C(COC(=O)Cc1ccc(Cl)cc1)NCCc1ccccc1
0 | CC1=CN2C(=NC(=O)CC2(C)C(=O)N(CC(=O)NC2CCCC2)c2cc(C)cc(C)c2)C=C1 (stereo unspecified)
7 | CC(OC(=O)c1cc(=O)c2ccccc2o1)C(=O)Nc1ccc(N(C)C)cc1 (stereo unspecified)
-3[25 µM] | CO[C@@H]1CC[C@@H]2CCN(C)C(=O)CCCN(C)C(=O)c3cc(C#N)ccc3OC[C@H]1O2
4 | Fc1ccc(Nc2nc(N/N=C/c3ccco3)nc(N3CCCCC3)n2)cc1
0 | CCc1nc(NCCN2CCOCC2)c(C#N)c2c1CCCC2
-41 | O=C(COC(=O)c1cccc(S(=O)(=O)N2CCCCC2)c1)NC1CCCCC1

Other entries follow:
BL2 CD40 inh | molecule
-14[25 µM] | COc1ccc(CNC(=O)N(C)C[C@@H]2OCc3ccccc3-c3ccccc3C(=O)N([C@@H](C)CO)C[C@H]2C)cc1
-1 | O=C(COC(=O)c1ccc(F)c(S(=O)(=O)N2CCOCC2)c1)Nc1ccc2c(c1)OCO2
-15[25 µM] | Cc1noc(C)c1NC(=O)N1C[C@@H](O)COC[C@@H]2O[C@H](CC(=O)NCC3CC3)CC[C@H]21
13[25 µM] | COc1ccc(-c2ccc([C@@H]3[C@@H](CO)N4CCCCN(C(=O)c5ccc(F)cc5)C[C@@H]34)cc2)cc1
23 | COc1ccc(-n2ccnc(SCC(=O)NCc3ccc(C)cc3)c2=O)cc1Cl
19 | Cc1cccc(NC(=O)c2cccnc2Oc2ccccc2)c1C(=O)O
12 | O=S(=O)(Nc1ncnc2sc3c(c12)CCC3)c1ccc2ccccc2c1
18 | CCCCCSc1nc2c(c(=O)[nH]c(=O)n2C)n1C

(continued)
BL2 CD40 inh | molecule
-7[25 µM] | COCC#Cc1ccc([C@@H]2[C@H](CO)N3CCCCN(C(=O)NC4CCCC4)C[C@@H]23)cc1
2 | CC(C)NC(=O)COc1ncnc2sccc12
1 | COc1cccc(CNCc2cccnc2)c1OCc1ccccc1
-1 | CS(=O)(=O)c1ccc(Cl)c(NC(=O)COC(=O)CCCN2C(=O)c3cccc4cccc(c34)C2=O)c1
-3 | CCC(CCC(=O)Nc1ccc(S(N)(=O)=O)cc1)C(=O)O (stereo unspecified)
4 | O=C(c1ccco1)N1CCN(C(=O)C2CC(c3ccc(F)cc3)=NO2)CC1 (stereo unspecified)
8 | Cc1ccc(S(=O)(=O)N2CCN(C(=O)COC(=O)c3cnc(C)cn3)CC2)c(C)c1
7 | COc1cccc(C(=O)N2C[C@H]3[C@@H](c4ccccc42)[C@@H](CO)N3C(=O)c2ccc(F)cc2)c1

7 records drawn at random from the list so far:
BL2 CD40 inh | molecule
7 | COc1cccc(C(=O)N2C[C@H]3[C@@H](c4ccccc42)[C@@H](CO)N3C(=O)c2ccc(F)cc2)c1
2 | CC(C)NC(=O)COc1ncnc2sccc12
-1 | CS(=O)(=O)c1ccc(Cl)c(NC(=O)COC(=O)CCCN2C(=O)c3cccc4cccc(c34)C2=O)c1
-7[25 µM] | COCC#Cc1ccc([C@@H]2[C@H](CO)N3CCCCN(C(=O)NC4CCCC4)C[C@@H]23)cc1
4 | O=C(c1ccco1)N1CCN(C(=O)C2CC(c3ccc(F)cc3)=NO2)CC1 (stereo unspecified)
1 | COc1cccc(CNCc2cccnc2)c1OCc1ccccc1
-3 | CCC(CCC(=O)Nc1ccc(S(N)(=O)=O)cc1)C(=O)O (stereo unspecified)

Next part.
BL2 CD40 inh | molecule
0 | O=C(O)c1ccn(CSc2cc(Cl)ccc2Cl)n1
1 | O=C(CNC(=O)C1COc2ccccc2O1)Nc1cc(Cl)ccc1Cl (stereo unspecified)
1 | O=C(NCc1ccco1)c1ccc2c(c1)CCO2
1 | CC(C)N(CCn1c(SCC(=O)N2CC(=O)Nc3ccccc32)nc2ccccc2c1=O)C(C)C
0 | O=C(NC1=NCCS1)c1ccc(Cl)c(S(=O)(=O)N2CCCC2)c1
11 | CC(=O)Nc1ccc2c(c1)CC(=O)N(C)C[C@@H](C)[C@@H](CN(C)S(C)(=O)=O)O2
0 | c1ccc2nc3c(nc2c1)CCc1nonc1-3
0[25 µM] | CCC(=O)N[C@@H]1CC[C@H](CC(=O)NCc2ccccc2F)O[C@@H]1CO

(listing goes on)
BL2 CD40 inh | molecule
15 | CS(=O)(=O)N(CC(=O)NC1CCCC1)C1CCCCC1
18[25 µM] | C[C@H]1CN([C@@H](C)CO)C(=O)c2c(c3ccccc3n2C)-c2ccccc2CO[C@@H]1CN(C)Cc1ccc2c(c1)OCO2
10 | CS(=O)(=O)N(CC(=O)N1CCCCC1)Cc1ccc(Cl)cc1
-1 | COc1ccccc1NS(=O)(=O)c1ccc(C)c(NS(=O)(=O)c2cc(NC(C)=O)ccc2OC)c1
-2 | Cc1c(CCOC(=O)c2ccccc2)sc[n+]1Cc1ccccc1
25 | O=C(CC1C(=O)NCCN1C/C=C/c1ccccc1)NCCc1cccnc1 (stereo unspecified)
11 | CCC(=O)c1ccc(OCC(=O)OC(C)C(=O)NCc2ccc3c(c2)OCO3)cc1 (stereo unspecified)
12 | Cc1ccccc1N1CCN(C2CCCN(C(=O)c3ccsc3)C2)CC1 (stereo unspecified)

As entered above.
Value for CS(=O)(=O)N(CC(=O)N1CCCCC1)Cc1ccc(Cl)cc1 in BL2 CD40 inh: 10
Value for CS(=O)(=O)N(CC(=O)NC1CCCC1)C1CCCCC1 in BL2 CD40 inh: 15

(listing goes on)
BL2 CD40 inh | molecule
13 | O=C(NCc1ccccc1)c1cc(S(=O)(=O)N2CCCCC2)ccc1N1CCOCC1
-4 | Cc1nc2ccccc2c(=O)n1CCN1CCOCC1
2 | O=C(NCc1ccccc1)C1CCCN(S(=O)(=O)c2cccc3nonc23)C1 (stereo unspecified)
-10 | CC1Cn2c(nc3sc4c(c3c2=O)CC(C)(C)OC4)N1CCO (stereo unspecified)
-43 | Cc1ccc(NC(=O)c2nc3nccc(C)n3n2)cc1S(=O)(=O)N1CCCCC1
4[25 µM] | Cn1cnc(CCNC(=O)[C@@H]2[C@@H](CO)[C@@H]3Cn4c(cccc4=O)[C@@H]3N2C(=O)Nc2ccccc2)c1
67*[25 µM] | C[C@@H]1CCCCO[C@@H](CN(C)C(=O)C2CCCCC2)[C@@H](C)CN([C@H](C)CO)C(=O)c2cc(NS(=O)(=O)c3ccccc3)ccc2O1
-3 | C=C(C)CSc1nc2c(cc1C#N)CCC2

The listing continues:
BL2 CD40 inh | molecule
-44 | Cc1cc2nc(-c3cccnc3SCC(=O)NC(C)C)[nH]c2cc1C
2 | O=C(Cn1c(CO)nc2ccccc21)Nc1ccc2c(c1)OCCCO2
-13 | O=C(N/N=C/c1ccncc1)c1sc2ccccc2c1Cl
34* | COc1ccc(-c2onc(C)c2-c2ccc(C(=O)OC(C)C)o2)c(O)c1
-2 | COc1ccccc1N(C)S(=O)(=O)c1ccc(C(=O)NCC(c2ccco2)N2CCCCC2)cc1 (stereo unspecified)
10 | O=C1c2cccc3c2N(CCC3)C(=O)C1(F)c1ccccc1 (stereo unspecified)
-12[25 µM] | COc1cccc(CN2CC3(CN(C)C3)c3c(n(C)c4cc(OC)ccc34)[C@@H]2CO)c1
-12 | CO[C@H]1CN(C)C(=O)c2cc(NC(=O)C3CC3)ccc2OC[C@@H](C)N(C(=O)C2CCOCC2)C[C@@H]1C

(next part)
BL2 CD40 inh | molecule
4 | CC(=O)Nc1cc(C(=O)N2CCN(C)CC2)ccc1S(=O)(=O)c1ccc(C)cc1
-11[25 µM] | C[C@H](NC(=O)[C@@H]1[C@@H](CO)[C@@H]2Cn3c(ccc(-c4ccncc4)c3=O)[C@@H]2N1C)c1ccccc1
-7[25 µM] | O=C(Nc1ccc2c(c1)[C@@H]1C[C@@H](CC(=O)N3CCc4ccccc4C3)O[C@H](CO)[C@@H]1O2)C1CCOCC1
4 | Cc1cc(C(=O)NCCC(C)C)c2ccccc2n1
-82 | CC(=O)c1ccc(Nc2nc(C)cc(C)n2)cc1
8 | OC(CN1CCCCCC1)CN(c1ccccc1)c1ccccc1 (stereo unspecified)
0 | Cc1occc1-c1nnc(SCCCC(=O)c2ccc(F)cc2)n1C
6 | CCC(=O)Nc1cc2[nH]c(=O)cc(C)c2cc1C

(next part)
BL2 CD40 inh | molecule
-1 | O=C(COC(=O)c1ccc(Cl)nc1)Nc1ccc(N2CCCCC2)cc1
8[25 µM] | O=C(C[C@@H]1C[C@@H]2c3cc(NC(=O)C4CCC4)ccc3O[C@@H]2[C@H](CO)O1)NCc1ccc(Cl)cc1
70* | COC(=O)c1nn(-c2ccc(-c3ccccc3)cc2)cc1O
-9 | O=C(OCC(=O)N1CCc2ccccc21)c1cncc(Br)c1
-9[25 µM] | O=C(NCC[C@@H]1CC[C@H](NC(=O)C2CCOCC2)[C@H](CO)O1)c1cc(Cl)cc(Cl)c1
-4 | COc1ccc(C(=O)N2CCN(CC(=O)N3CCOCC3)CC2)cc1
9 | Cc1sc2ncn(CC(=O)NCC(=O)N(C)C3CCCCC3)c(=O)c2c1C
13 | O=C(NCc1ccco1)c1cccc(S(=O)(=O)N2CCCCC2)c1

Sorted by value in BL2 CD40 inh (descending): 3 of the compounds above.
BL2 CD40 inh | molecule
10 | CS(=O)(=O)N(CC(=O)N1CCCCC1)Cc1ccc(Cl)cc1
6 | OCC1(CO)COC(c2ccccc2)=N1
2 | O=C(COC(=O)Cc1ccc(Cl)cc1)NCCc1ccccc1

Next part.
BL2 CD40 inh | molecule
16 | COc1ccc(-c2ccc([C@H]3[C@@H](CO)N4CCCCN(C(=O)c5ccc6c(c5)OCO6)C[C@H]34)cc2)cc1
2 | COCc1ccccc1Cn1cnc2c1c(=O)n(C)c(=O)n2C
3 | COC(=O)C1=C(C)N(c2ccccc2)C(=S)NC1c1ccccc1C(F)(F)F (stereo unspecified)
-3 | CN(C)Cc1cn(CC[C@H]2CC[C@@H](NC(=O)Nc3ccccc3F)[C@H](CO)O2)nn1
-8[25 µM] | CCC(=O)N1C[C@@H](C)[C@@H](OC)CN(C)C(=O)c2ccc(NC(=O)CC(F)(F)F)cc2OC[C@@H]1C
-3 | O=C(CSc1nnc(COc2ccccc2)o1)N1CCN(c2ccccc2)CC1
-49 | OC(COc1ccc2ccccc2c1)CN1CCOCC1 (stereo unspecified)
1[25 µM] | C[C@@H]1CN([C@H](C)CO)C(=O)CCCn2nncc2CO[C@H]1CN(C)S(=O)(=O)c1ccc(-n2cccn2)cc1

Additional records
BL2 CD40 inh | molecule
2 | COc1cccc(CN(C)C(=O)C2CCCN(C(=O)c3ccc(Cl)cc3)C2)c1 (stereo unspecified)
-24 | Cn1cc(C(=O)O)c(-c2ccc3c(c2)OCCCO3)n1
-1 | O=C(CN1C(=O)NC2(CCCCC2)C1=O)NNC(=O)C1CC1
8 | O=C(O)c1cccc(NS(=O)(=O)c2ccc3c(c2)OCCCO3)c1
1 | O=C(CN1C(=O)C2CCCCC2C1=O)NC1CCCc2ccccc21 (stereo unspecified)
-38 | Cc1cc(/C=N/NC(=O)c2ccoc2C)cc(C)c1O
-2 | CC(=O)N1CCN(S(=O)(=O)c2cccc(C(=O)Nc3ccccc3N3CCCC3)c2)CC1
-47 | CCCn1cnc2c(SCc3ccccc3F)nc(N)nc21

(cont.)
BL2 CD40 inh | molecule
4 | Cc1ccnc2nc(C(=O)OCC(=O)Nc3ccccc3C(C)(C)C)nn12
8 | C[C@@H]1CN([C@@H](C)CO)C(=O)c2c(c3ccccc3n2C)-c2ccccc2CO[C@H]1CN(C)S(C)(=O)=O
-42 | Nc1ccc2c(c1)Cc1c(F)cccc1-2
6 | OCCC1CN(Cc2ccccc2OC2CCCC2)CCN1Cc1ccsc1 (stereo unspecified)

Source: PubChem (Broad Institute)

This is a subset, so the mix of outcomes need not match the whole.
